# Assay outcomes: PubChem BioAssay, Southern Research Specialized Biocontainment Screening Center
# M. tuberculosis HTS: M. tuberculosis growth inhibition, HTS (AID 449762). 0.59% of 330,000 active. M. tuberculosis H37Rv growth inhibition, 7H9 media; higher % means a stronger effect. inhibition, % at 25 µM, or IC50 in µM where a hit was titrated; in the data active means a potency from the dose series; inconclusive means inhibition above about 70% without an active follow-up result;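 further: bacterial growth assessed after seven days of incubation; strong numbers were not always called active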
# M. tuberculosis: growth inhibition of non-replicating M. tuberculosis (AID 488890); Mycobacterium tuberculosis non-replicating, growth inhibition; higher % means a stronger effect; one-dose inhibition, % at 25 µM; IC50 in µM for titrated hits; 0.39% of 320,000 active; in the data active means a potency from the dose series; inconclusive means inhibition mostly from about 82% at the one dose, without a potency; inactive means the rest, 99 in 100 with inhibition below about 76%;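 further: plate controls were DMSO cells for no effect and high antibiotic wells for full effect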
# VEEV TC-83 Vero: inhibitors of VEEV TC-83 cytopathic effect, confirmation, Vero cells (AID 588727); Vero cells, VEEV TC-83 cytopathic effect inhibition; higher % means a stronger effect; inhibition, % at 20 µM, or IC50 in µM where a hit was titrated; 0.13% of 350,000 active; in the data active means a potency from the dose series; inconclusive means inhibition mostly from about 14% at the one dose, without a potency; inactive means the rest, 99 in 100 with inhibition below about 12%; further: strong numbers were not always called active
# influenza NS1A: NS1A inhibition, H1N1 influenza, cell based functional assay (AID 504329). inhibition, % at 12.5 µM, or IC50 in µM where a hit was titrated. 0.3% of 340,000 active. NS1A functional cell-based assay, percent inhibition; higher % means a stronger effect; in the data active means a potency from the dose series; inconclusive means inhibition above about 27% without an active follow-up result; further: strong numbers were not always called active
# PhoP GFP inhibition: PhoP regulon inhibitors, Salmonella typhi PhoP promoter GFP reporter, confirmatory (AID 1850). Salmonella Typhi PhoP-promoter GFP reporter, fluorescence, 4 h; higher % means a stronger effect. inhibition, % at 50 µM, or IC50 in µM where a hit was titrated. 0.33% of 310,000 active; in the data active means a potency from the dose series; inconclusive means inhibition mostly from about 25% at the one dose, without a potency; inactive means the rest, 99 in 100 with inhibition below about 19%;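 further: 0% = induced wells with vehicle and 100% = uninduced wells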
# VEEV TC-83 Vero 10K pilot screen: second read-out of VEEV TC-83 Vero, no call of its own (marks repeat the call); inhibition, %; measured here: 10K pilot screen inhibition
# Starred values were filed as active, the others as inactive; i = inactive; ? = inconclusive; . = no result given.
SMILES,M. tuberculosis HTS,M. tuberculosis,VEEV TC-83 Vero,influenza NS1A,PhoP GFP inhibition,others
C/C(=N\NC(=O)c1ccn[nH]1)c1cn(C)nc1C,4%,47%,i,-16%,-12%,VEEV TC-83 Vero 10K pilot screen=0.0
CCc1nnc(NC(=O)CCC(=O)NCc2ccc(OC)cc2)s1,-8%,-2%,i,-2%,-1%,
Cc1ccc(C(=O)Nc2ccc(S(=O)(=O)N3CCCC3)cc2)o1,-2%,12%,6.8%,-9%,-11%,
N#Cc1c(Cl)cccc1N1CCCC1,-6%,-6%,1.6%,-9%,-3%,
CSc1ccc(CN(C)C(=O)C(Cc2ccccc2)NC(=O)c2ccccc2)cc1 (stereo not given),-14%,-4%,7.6%,-5%,-7%,
COc1ccc(-c2noc(CCC(=O)NC3CCN(Cc4ccccc4)CC3)n2)cc1,-6%,10%,2.1%,0%,-7%,
Cn1c(=O)[nH]c(=O)c2c1nc(Br)n2C/C=N/NC(=O)c1ccccc1,3%,4%,i,8%,-17%,
CCCS(=O)(=O)N1CCCC(C(=O)NCc2ccc(C)cc2)C1 (stereo not given),5%,-2%,4.8%,-7%,16%,
COc1cccc(NC(=O)CSc2nnnn2C(C)C)c1,-8%,17%,1.4%,-1%,5%,
Cc1nc(-c2ccc(Cl)cc2)sc1C1(C)CC(c2ccc([N+](=O)[O-])cc2)=NO1 (stereo not given),-10%,4%,i,0%,3%,
O=C(Nc1nc(-c2cccnc2)cs1)c1ccc([N+](=O)[O-])cc1,5%,20%,i,-3%,2%,
CC1CN(Cc2nnc(-c3ccccc3)o2)CC(C)O1 (stereo not given),-1%,71%,0.6%,-4%,-6%,
CN1CCN(CC(O)COCCOc2ccc(Br)cc2)CC1 (stereo not given),-7%,-13%,i,-7%,0%,
COCCn1c(N)c(C#N)c2nc3ccccc3nc21,-18%,-8%,2.3%,7%,-8%,
CC(C)(C)NCCCCOc1ccc(F)cc1,0%,-13%,i,-11%,0%,
NC(=NCc1ccc2c(c1)OCO2)NC(=O)c1ccccc1,.,.,i,-16%,.,
CCCCN(CC)C(=O)c1ccc(Cl)cc1,-4%,7%,1.4%,-4%,13%,
COCCCNc1ncnc2ccc(C)cc12,0%,2%,1.6%,-4%,4%,
COn1c(SCc2ccc(Cl)cc2)nc2ccccc2c1=O,22%,41%,i,5%,-5%,
CCOC(=O)c1cnc2cc(C)nn2c1-c1ccccc1,2%,0%,8.7%,-3%,-10%,
CCCCn1c(O)c(C(C)=NCc2cccnc2)c(=O)[nH]c1=O,0%,3%,2.8%,10%,-3%,
COc1cccc(C(=O)NCCSCc2c(F)cccc2Cl)c1,7%,7%,1.6%,-7%,1%,
Cn1cc(C(O)CN2CCCCC2)c2ccccc21 (stereo not given),-8%,3%,1.8%,-3%,-4%,
CC1CCCC(C)N1S(=O)(=O)c1ccc(S(=O)(=O)NCc2ccccc2)cc1 (stereo not given),0%,-4%,i,-2%,-9%,
Cc1ccc(NC(=O)CN2C(=O)NC3(CCc4ccccc43)C2=O)cc1 (stereo not given),1%,5%,i,12%,23%,
Cc1ccc(S(=O)(=O)N2CCOCC2)cc1NC(=O)COc1ccc2c(C)cc(=O)oc2c1,-14%,-12%,8.8%,2%,-12%,
COc1ccccc1NC(=O)N1C2CCCC1CC(NC(=O)c1ccccc1)C2 (stereo not given),2%,7%,0.7%,-4%,4%,
CCOCCCNC(=O)c1cc(Nc2ccc(OC)cc2OC)nc2ccccc12,0%,3%,2.6%,-3%,4%,
CC(C)N(CCc1ccncc1)C(=O)Nc1ccc(F)cc1,-7%,.,i,4%,16%,
Cn1c(SCc2cc(=O)[nH]c3ccccc23)nnc1-c1ccco1,6%,-12%,2.5%,-3%,4%,
Cc1cccc(COCC(Cc2ccccc2)N2CCN(C(=O)c3ccc(C(F)(F)F)cc3)CCC2=O)c1 (stereo not given),0%,26%,0.3%,10%,3%,VEEV TC-83 Vero 10K pilot screen=0.9
O=C(Nc1ccncc1)c1ccc(-c2ccccc2)cc1,7%,61%,i,-2%,-2%,
O=S1(=O)CCOC[C@H](CC2CCCCC2)N1Cc1ccc(F)cc1,7%,5%,1.2%,-1%,9%,
[O-][n+]1c2c(nn1-c1ccc(Cl)c(Cl)c1)-c1nonc1CC2,-4%,-14%,2.2%,-5%,-1%,
Cc1nn(C)c(=O)n1-c1ccc(Oc2ccccc2)cc1,2%,-10%,0.1%,2%,9%,VEEV TC-83 Vero 10K pilot screen=1.1
O=C(COC(=O)c1cccc(NS(=O)(=O)/C=C/c2ccccc2)c1)Nc1ccccc1OC(F)F,3%,-14%,0.7%,-9%,-6%,
CCOC(=O)c1cc(-c2ccccc2)sc1NC(=O)C(C)N1C(=O)NC(C)(c2ccc(Cl)cc2)C1=O (stereo not given),31%,-8%,i,4%,7%,
Cc1cccc(Nc2ncnc3onc(-c4cccc(Cl)c4)c23)c1,2%,-3%,1.0%,-5%,-7%,
COc1ccc(-c2cc(C(=O)N3CCN(c4ncccn4)CC3)c3ccccc3n2)c(OC)c1,5%,51%,8.9%,-1%,-10%,
N#Cc1c(NC(=O)CCn2cnc3ccccc3c2=O)oc(-c2ccccc2)c1-c1ccccc1,15%,12%,2.5%,-1%,1%,
O=C(c1ccccc1[N+](=O)[O-])N1CCCN(C(=O)c2ccccc2[N+](=O)[O-])CC1,5%,-14%,1.5%,-9%,-5%,
CC(C)Cn1c(N)c(C(=O)COC(=O)c2cc(S(=O)(=O)N3CCOCC3)ccc2Br)c(=O)n(C)c1=O,-1%,37%,7.1%,-5%,.,
COc1ccc(-c2csc(NC(=O)CCNC(=O)c3ccco3)n2)cc1OC,-6%,5%,2.5%,-15%,.,
O=C(NNc1ncnc2ccccc12)c1cccc(Cl)c1,0%,0%,0.3%,-11%,10%,
Cc1cccc(OCCN2C(=O)C(=O)c3cccc(C)c32)c1,3%,2%,1.7%,21%,-1%,
CCOc1ccc(C(=O)NC2CCN(C(=S)NCc3ccco3)CC2)cc1,7%,12%,0.7%,-2%,5%,
O=C(O)c1ccc(-n2nnnc2SCc2ccccc2Br)cc1,-3%,-11%,0.7%,-1%,11%,
O=C(NCCN1CCCOC1=O)C(=O)NCCN1CCCOC1=O,-3%,3%,0.9%,8%,21%,

# Entries shown so far that contain an NH in an aromatic ring, in the order listed:
SMILES,M. tuberculosis HTS,M. tuberculosis,VEEV TC-83 Vero,influenza NS1A,PhoP GFP inhibition,others
C/C(=N\NC(=O)c1ccn[nH]1)c1cn(C)nc1C,4%,47%,i,-16%,-12%,VEEV TC-83 Vero 10K pilot screen=0.0
Cn1c(=O)[nH]c(=O)c2c1nc(Br)n2C/C=N/NC(=O)c1ccccc1,3%,4%,i,8%,-17%,
CCCCn1c(O)c(C(C)=NCc2cccnc2)c(=O)[nH]c1=O,0%,3%,2.8%,10%,-3%,
Cn1c(SCc2cc(=O)[nH]c3ccccc23)nnc1-c1ccco1,6%,-12%,2.5%,-3%,4%,

# Following part.
SMILES,M. tuberculosis HTS,M. tuberculosis,VEEV TC-83 Vero,influenza NS1A,PhoP GFP inhibition,others
COc1ccc(S(=O)(=O)N2CCCN(CC(=O)Nc3ccc(NC(C)=O)cc3)CC2)cc1,-4%,-3%,3.1%,4%,8%,
CC1(C)Cc2c(c(N3CCOCC3)nc3sc4c(NCc5ccco5)nnnc4c23)CS1,?,0%,9.3%,-12%,-18%,
Cc1c(Cl)c([N+](=O)[O-])nn1CC(=O)N1CCCC1,2%,14%,i,3%,-4%,
CSc1ccccc1NC(=O)c1ccccc1,-4%,-4%,1.2%,8%,-7%,
CCCCn1c(N)c(N(C)C(=O)c2cc3c(F)cccc3s2)c(=O)[nH]c1=O,2%,1%,4.2%,-11%,.,
O=C(NC(=S)Nc1ccc(S(=O)(=O)Nc2nccs2)cc1)c1ccc(F)c(F)c1,-6%,76%,0.2%,-3%,-19%,
O=C1NC(Cc2ccc(O)cc2)c2nc3ccc(Cl)cc3c(=O)n2-c2cc(Cl)ccc21 (stereo not given),1%,13%,.,.,.,
Nc1c2c(=O)[nH]c(O)cc2nn1-c1ccccc1,.,.,0.2%,1%,.,
COc1ccc(OCC(=O)N/N=C(\C)CC(=O)Nc2cccc([N+](=O)[O-])c2)cc1,4%,-1%,1.3%,-8%,2%,
COc1ccc(N2CCN(C(=O)C3=NNC(=O)CC3)CC2)cc1,6%,-18%,1.3%,-13%,0%,
CC1(C)Cc2nc3sc4c(N(CCO)CCO)ncnc4c3cc2CO1,0%,-4%,i,9%,0%,
C=CCn1c(SCC(=O)c2ccc(O)c(O)c2)nnc1-c1ccc(OC)cc1,12%,21%,0.8%,13%,.,
O=[N+]([O-])c1ccc(N=NNc2ccccc2)cc1,6%,65%,0.6%,-1%,-3%,
CCn1ccnc1CN(C)Cc1cn(-c2cccc(C)c2)nc1-c1cccc(F)c1,?,?,0.3%,-5%,-9%,
Cc1ccsc1C(=O)N1CCN(c2ncc(C(F)(F)F)cc2Cl)CC1,22%,34%,6.8%,-12%,-4%,
CC(NC(=O)Nc1ccccc1)C(c1ccccc1)N1CCOCC1 (stereo not given),-1%,-1%,i,5%,-8%,
CCOc1cc(C)c(Cl)cc1S(=O)(=O)NCCOC,1%,-8%,6.2%,-1%,-5%,
O=C(O)CNC(=O)c1ccc(NC(=O)/C(=C/c2ccccc2)NC(=O)c2ccccc2Br)cc1,3%,-14%,i,-4%,-5%,
COc1ccccc1N1CCN(C(=O)c2c(-c3ccccc3)noc2C)CC1,-4%,-14%,6.4%,-3%,-7%,
Oc1ccc(-c2cn3c(n2)SCC3)cc1,-2%,-12%,0.5%,-3%,-8%,
Cc1ccc2c(c1)C1CC(C)(O2)N(c2cccc(C(=O)NCc3ccccn3)c2)C(=O)N1 (stereo not given),0%,3%,3.2%,-5%,4%,
OCCCN=c1cc(-c2ccccc2)oc2ccc(Cl)cc12,57%,70%,11%,7%,2%,
O=C(CSc1ncccn1)NC(=O)NCc1ccccc1,.,-6%,0.0%,8%,1%,VEEV TC-83 Vero 10K pilot screen=0.9
Cc1cc(C(=O)COC(=O)c2ccncc2)c(C)n1CCc1ccc(F)cc1,5%,59%,i,5%,5%,
Cc1cc(C)c2nc(N3C(=O)C(O)=C(C(=O)c4ccco4)C3c3ccco3)sc2c1 (stereo not given),7%,29%,5.3%,3%,-2%,
Nc1nc(N)c2ncc(C(=O)CCc3ccccc3)nc2n1,1%,7%,7.0%,2%,4%,
O=S(=O)(c1ccccc1)C1Cc2ccccc2C1Cl (stereo not given),-8%,13%,2.9%,.,1%,
CN1CCN(C(=S)c2ccc(N(C)C)cc2)CC1,-5%,-3%,i,4%,-16%,
COc1ccc(C(=O)NCC(=O)N2CCC(Cc3ccccc3)CC2)cc1OC,.,.,6.2%,-5%,.,
COc1ccc(S(=O)(=O)NCCc2ccccc2)cc1,10%,2%,1.8%,16%,-3%,
CCC(Oc1ccccc1)C(=O)Nc1nnc(C)s1 (stereo not given),2%,3%,7.1%,5%,-20%,
O=C1CC(Nc2ccc3ccccc3c2)C(=O)N1Cc1ccccc1 (stereo not given),96%,10%,13%,17%,0%,
Cc1ccc(C(=O)NC2CC3CCCC(C2)N3C(=S)NCc2ccco2)cc1 (stereo not given),8%,15%,3.9%,-4%,12%,
CCOC(=O)N1CCN(C(=O)c2ccc(Cn3c(=S)[nH]c4cc(OCC)c(OCC)cc4c3=O)cc2)CC1,6%,-8%,6.2%,-6%,0%,
CC(C)(C)c1cc(=O)n2c(C#N)c(C#N)nc2[nH]1,-9%,-7%,2.5%,2%,-3%,
CCCn1c(=O)[nH]c(=O)c2c1nc(-c1ccc(OC)c(Br)c1)n2CCOC,4%,-2%,0.4%,9%,10%,

# Random excerpt: three records from the list, in no set order.
SMILES,M. tuberculosis HTS,M. tuberculosis,VEEV TC-83 Vero,influenza NS1A,PhoP GFP inhibition,others
CC(NC(=O)Nc1ccccc1)C(c1ccccc1)N1CCOCC1 (stereo not given),-1%,-1%,i,5%,-8%,
CC1(C)Cc2nc3sc4c(N(CCO)CCO)ncnc4c3cc2CO1,0%,-4%,i,9%,0%,
CCC(Oc1ccccc1)C(=O)Nc1nnc(C)s1 (stereo not given),2%,3%,7.1%,5%,-20%,

# Next section:
SMILES,M. tuberculosis HTS,M. tuberculosis,VEEV TC-83 Vero,influenza NS1A,PhoP GFP inhibition,others
COCC(=O)N(C)c1nnc(-c2cnc(C)cn2)s1,3%,-4%,1.3%,16%,-3%,
COc1ccc(C(=O)c2sc3nc(-c4ccccc4)ccc3c2N)cc1,7%,11%,9.0%,-11%,-5%,
COc1ccc(CCNC(=O)Cn2nnc(C(=O)Nc3cccc(C)c3C)c2N)cc1OC,1%,-15%,4.0%,-2%,-2%,
CC(=O)Nc1ccc(S(=O)(=O)Nc2nc3ccccc3nc2Nc2ccccc2)cc1,-17%,25%,0.1%,5%,-4%,
